SENP6 inh = blocks the human protease SENP6. Recombinant SENP6 catalytic domain, aminoluciferin luminescence. inhibition, % at 10 µM. hit rate 1.8% among 330,000. Q9GZR1;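 active means inhibition above about 50% at the single tested dose, limit read from the data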;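 further: plate controls were DMSO wells with enzyme for no effect and DMSO wells lacking enzyme for full effect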
Target sequence (Q9GZR1 628-1112 limits assumed): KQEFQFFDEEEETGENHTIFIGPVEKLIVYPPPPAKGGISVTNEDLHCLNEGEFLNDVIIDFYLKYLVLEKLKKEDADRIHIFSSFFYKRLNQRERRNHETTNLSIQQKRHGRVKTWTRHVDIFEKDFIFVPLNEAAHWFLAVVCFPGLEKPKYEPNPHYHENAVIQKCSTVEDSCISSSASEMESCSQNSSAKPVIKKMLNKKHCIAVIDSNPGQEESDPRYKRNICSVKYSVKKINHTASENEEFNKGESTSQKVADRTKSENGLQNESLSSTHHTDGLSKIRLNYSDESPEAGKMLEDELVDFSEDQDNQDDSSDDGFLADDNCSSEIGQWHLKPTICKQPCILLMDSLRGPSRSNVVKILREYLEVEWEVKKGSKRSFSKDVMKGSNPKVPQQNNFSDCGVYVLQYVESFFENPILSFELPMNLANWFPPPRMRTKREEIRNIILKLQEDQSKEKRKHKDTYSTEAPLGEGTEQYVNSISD
Apaf1 inhib = inhibitors of human Apaf-1 apoptosome; O14727; reconstituted apoptosome caspase-3 activity, DEVD-Rh110 fluorescence; inhibition, % at 20 µM; hit rate 0.71% among 330,000; AID 489030; active means inhibition of at least 40% at 20 µM;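 further: plate controls were DMSO wells for no effect and DEVD-CHO caspase inhibitor wells for full effect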
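System: reconstituted apoptosome with Apaf-1, cytochrome c, caspase-9, procaspase-3, dATP; Signal: Rh110 fluorescence intensity; Schedule: 30 min compound preincubation, 50 min activation, room temperature; Reagent: cytochrome c trigger plus (Z-DEVD)2-Rh110 caspase-3 substrate.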
APOBEC3G inh = blocks human APOBEC3G single-stranded DNA deamination. Q9HC16. recombinant A3G, ssDNA deamination FAM/TAMRA fluorescence. inhibition, % at 20 µM. hit rate 0.28% among 330,000. AID 493012;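 active means inhibition of at least 40% at 20 µM, with no more than 30% in the related APOBEC3A deaminase screen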;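 further: plate controls were DMSO wells with A3G for no effect and wells lacking A3G enzyme for full effect; some compounds called inactive have numbers as strong as hits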
UBC13 inh = human UBC13 polyubiquitination inhibition | inhibition, % at 20 µM | AID 485273 | P61088 | hit rate 0.47% among 330,000 | UBC13 polyubiquitin chain formation, TR-FRET; in the data active means inhibition above about 45%, passing the limit was not always enough
Target sequence (P61088 whole entry, looked up): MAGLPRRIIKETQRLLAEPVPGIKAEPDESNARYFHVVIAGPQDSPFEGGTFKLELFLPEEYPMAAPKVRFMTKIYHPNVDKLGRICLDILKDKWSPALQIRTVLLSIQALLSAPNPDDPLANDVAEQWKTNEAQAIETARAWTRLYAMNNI
SENP8 block-1 = inhibitors of human SENP8 protease; hit rate 1.2% among 330,000; AID 2540; inhibition, % at 10 µM; purified SENP8, Z-RLRGG-aminoluciferin cleavage, luminescence; in the data active means inhibition above about 50%
SENP1 FRET inh = blocks the human SENP1 SUMO protease catalytic domain; recombinant SENP1 catalytic domain, CyPet-SUMO1-YPet FRET cleavage; Q9P0U3; AID 624204; hit rate 0.21% among 360,000; inhibition, % at 10 µM;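 active means inhibition at least 30% at 10 µM, raw YFP signal under a set limit, fluorescence ratio 0.5 to 1.5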;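 further: 0% = enzyme with DMSO and 100% = no enzyme wells; some results filed as inactive read as strong as hits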
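Material: hSENP1 catalytic domain, recombinant; medium: Tris pH 8 with BME, BSA, NP40 and catalase; compound: single concentration of 10 µM compound, 0.5% DMSO final; technique: FRET read of cyan and yellow fluorescence; timing: 50 min enzyme reaction, room temperature, light-protected; reagent: SFCypet-SUMO1-SFYpet substrate at 25 nM; control set: no-enzyme low, enzyme-DMSO high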
SENP7 inh = SENP7 protease inhibition. Q9BQF6. recombinant SENP7, Z-RLRGG-aminoluciferin luminescence, 40 min. inhibition, % at 5 µM. hit rate 1.5% among 330,000. AID 434973;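 active means inhibition above about 50% at the single test dose, limit read from the data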;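 further: plate controls were DMSO with enzyme for no effect and no enzyme buffer wells for full effect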
Target sequence (Q9BQF6 706-1050 limits assumed): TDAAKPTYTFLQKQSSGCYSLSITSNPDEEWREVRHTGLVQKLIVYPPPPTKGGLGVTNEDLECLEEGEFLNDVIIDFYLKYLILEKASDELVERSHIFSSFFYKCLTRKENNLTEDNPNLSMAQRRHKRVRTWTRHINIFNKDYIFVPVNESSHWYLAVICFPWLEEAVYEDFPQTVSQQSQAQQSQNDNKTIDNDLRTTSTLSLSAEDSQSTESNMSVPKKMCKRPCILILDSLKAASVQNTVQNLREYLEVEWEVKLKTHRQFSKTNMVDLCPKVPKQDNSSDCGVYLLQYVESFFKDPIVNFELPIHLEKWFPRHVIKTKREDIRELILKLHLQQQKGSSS
SENP8 block-2 = blocks human SENP8 cleavage of Nedd8 substrate; inhibition, % at 20 µM; recombinant SENP8, Nedd8 substrate fluorescence; AID 602440; Q96LD8; hit rate 0.64% among 360,000; in the data active means inhibition mostly above about 40%, no sharp cut-off; inactive means mostly below about 27%
* hit, by the source's call; · = no result given; & = joins results of further samples. The order is random; about 3.6% have a hit in one of these screens.

SMILES,SENP6 inh,SENP1 FRET inh,APOBEC3G inh,Apaf1 inhib,SENP8 block-1,SENP8 block-2,UBC13 inh,SENP7 inh
Cc1cc[n+](-c2[nH]c(=O)sc2/C=N/N=C(\[O-])CCn2c3ccccc3c3ccccc32)cc1,-22.6,5.0,-2.7,-3.4,0.0,21.1,-8.8,6.7
Cc1cc(N)nc2nc(C(F)(F)F)nn12,6.2,1.1,-4.1,-14.7,-0.9,12.3,-7.0,8.9
CNc1nc(C)c(C#N)cc1C(C)=O,-5.6,2.3,-0.7,5.4,2.1,-213.1,6.0,3.7
CC(=O)Nc1ccc(NC(=O)c2c(C)nc3ccccn23)cc1,-9.4,0.9,-4.6,-4.8,-14.6,3.4,-7.5,-6.9
Cn1c(SCC(=O)NCc2ccco2)nnc1-c1ccc(S(=O)(=O)N2CCOCC2)cc1,-29.8,2.2,-2.5,-24.7,-5.4,2.6,-2.6,0.6
O=C(NCCCCNC(=O)c1cccnc1Cl)c1cccnc1Cl,2.0,-1.4,-7.7,5.1,-9.6,2.5,-1.6,-13.0
O=S(=O)(c1ccc(Br)s1)N1CCC2(CC1)OCCO2,-14.0,1.8,-5.1,8.4,2.6,3.5,1.9,-4.7
COCCNC(=O)CSc1nc2ccc(N3CCOCC3)cc2c(=O)n1CCc1ccccc1,2.6,-46.1,2.3,25.0,-3.8,-321.0,-0.4,20.6
CC(C)c1ccc(N(CC(=O)NCc2cccnc2)S(=O)(=O)c2ccccc2)cc1,4.8,-0.6,-9.2,-4.9,-10.0,4.9,-4.9,-5.5
CC1(C)CC(=O)c2sc(N)nc2C1,-16.3,-1.0,-4.8,3.3,2.0,10.4,-5.4,-3.9
COc1ccc(NC(=O)NCCc2ccc(Cl)cc2)cc1OC,16.5,0.9,-9.5,-1.6,4.0,17.3,5.2,11.5
C=CCNC(=O)C1=NOC(CNC(=O)c2c(-c3ccccc3Cl)noc2C)C1 (configuration not stated),-11.9,1.8,-6.4,-1.6,-11.7,10.4,-4.9,-5.7

Next part.
SMILES,SENP6 inh,SENP1 FRET inh,APOBEC3G inh,Apaf1 inhib,SENP8 block-1,SENP8 block-2,UBC13 inh,SENP7 inh
COc1ccc(C(=O)Nc2ccc3nc(C)sc3c2)cc1OC,-7.0,0.9,-4.8,-2.2,41.9,0.3,-15.7,73.0*
Cc1cccc([C@@H]2[C@@H]3C(=O)N(Cc4ccccc4)C(=O)[C@@H]3[C@]3(Cc4ccc(Cl)cc4)C(=O)N(c4ccccc4)C(=O)N23)c1,-5.1,2.4,-8.5,9.0,-3.9,16.5,-8.6,-13.1
COc1ccccc1-c1nnc(SCC(=O)OC(C)C)o1,1.2,2.0,-5.3,-1.8,-11.4,11.6,2.0,-7.1
CC(C)CN(C(=O)CN(C)CC(=O)Nc1ccc(Cl)c(C(F)(F)F)c1)c1c(N)n(CC(C)C)c(=O)[nH]c1=O,-4.5,-19.0,-2.4,5.3,-5.2,-16.6,8.7,3.2
COc1ccc(-n2c(=O)[nH]cc(C(=O)Nc3ccccc3)c2=O)cc1,0.7,3.7,-1.4,9.0,-4.7,0.1,-9.4,-10.4
O=C(COC(=O)c1ccc2c(c1)OCO2)Nc1ncc(Cl)cc1Cl,-4.9,-3.8,-4.0,-4.2,-6.3,15.3,-21.9,-8.5
CC(=O)NCC1=C(NC(C)=O)C2CC1C(C)(C)C2C (configuration not stated),2.2,·,-3.5,3.4,-13.2,·,-9.1,-7.7
COc1ccc(S(=O)(=O)N2CCC[C@H]2C(=O)NC2=NCCS2)cc1,-1.7,1.2,0.1,3.3,-4.7,31.4,-11.0,-8.3
CN(CCOc1ccc(CC2SC(=O)NC2=O)cc1)c1ccccn1 (configuration not stated),-12.2,1.6&1.6,-6.8&-4.1,5.2,-1.9,-9.5&-20.6,5.2,-6.7
CCN(C(=O)c1ccco1)c1nnc(-c2ccc(OC)cc2)s1,-3.3,2.1,-1.8,10.7,-12.4,-59.2,36.6,2.8
COc1cc(OC)c(-n2cc(-c3ccc(Cl)cc3)[nH]c2=O)cc1Cl,12.1,-2.6,-6.0,-2.0,-3.7,27.9,-3.6,-6.1
O=C(O)c1cc(S(=O)(=O)NCCOc2ccccc2)ccc1Cl,-6.6,-0.9,2.7,-1.4,-4.7,7.8,6.4,-1.5

3 compounds out of the list above, sorted by the value under SENP6 inh, rising:
| mol | SENP6 inh | SENP1 FRET inh | APOBEC3G inh | SENP8 block-1 | UBC13 inh | SENP7 inh |
| --- | --- | --- | --- | --- | --- | --- |
| CN(CCOc1ccc(CC2SC(=O)NC2=O)cc1)c1ccccn1 (configuration not stated) | -12.2 | 1.6&1.6 | -6.8&-4.1 | -1.9 | 5.2 | -6.7 |
| Cc1cccc([C@@H]2[C@@H]3C(=O)N(Cc4ccccc4)C(=O)[C@@H]3[C@]3(Cc4ccc(Cl)cc4)C(=O)N(c4ccccc4)C(=O)N23)c1 | -5.1 | 2.4 | -8.5 | -3.9 | -8.6 | -13.1 |
| O=C(COC(=O)c1ccc2c(c1)OCO2)Nc1ncc(Cl)cc1Cl | -4.9 | -3.8 | -4.0 | -6.3 | -21.9 | -8.5 |

Other structures:
SMILES,SENP6 inh,SENP1 FRET inh,APOBEC3G inh,Apaf1 inhib,SENP8 block-1,SENP8 block-2,UBC13 inh,SENP7 inh
O=C(CCc1ccccc1)NNC(=O)c1ccc(Br)cc1,4.6,-0.7,-5.6,-96.1,10.0,3.3,9.4,5.6
COC(=O)c1cc(NC(=O)c2cc(-c3ccc(C(F)(F)F)cc3)oc2C(F)(F)F)ccc1N1CCOCC1,-7.5,2.4,3.7,10.5,-15.2,-24.5,3.0,-3.0
N#Cc1c(NC(=O)c2ccco2)sc2c1CCC2,25.1,-11.0,10.2,-14.2,3.4,-58.6,5.7,3.8
O=C(CNC(=O)c1ccccc1Br)N/N=C/c1ccc(O)cc1,5.0,1.5,-7.1,-9.5,-2.0,1.7,5.6,-2.3
CN=C1SC(C(=O)Nc2ccccc2Cl)CC(=O)N1c1ccc(OC(F)(F)Cl)cc1 (configuration not stated),11.3,1.2,-3.0,13.3,2.9,13.9,-3.8,-1.9
CCSc1ncnc2c1oc1ccccc12,8.4,-0.1,-3.8,2.2,-6.6,17.3,7.3,-6.0
COc1cc(/C=C\C(=O)Nc2cc(=O)n(C)c(=O)n2C)cc(OC)c1OC,-1.4,-3.8,-2.0,-12.5,-1.6,-340.6,2.9,1.7
O=C1/C(=C/c2ccc(F)cc2)SC(=S)N1Nc1ncc(C(F)(F)F)cc1Cl,-16.6,2.7,13.1,10.9,-18.1,16.6,-29.0,-2.1
COc1ccc(NC(=O)CSc2nc3[nH]c(=O)cc(O)c3s2)c(OC)c1,10.8,-10.2,-0.8,1.9,-2.9,-15.5,-18.1,2.6
CC(C)c1ccc2[nH]c(O)c(N=NC(=S)NCCc3ccccc3)c2c1,-3.6,3.5,-4.4,11.8,4.8,30.8,-5.6,4.0
COc1ccc(NC(=O)CN(C)C(=O)c2c(C)nn(Cc3ccc(C)cc3)c2Cl)cc1,-12.4,2.1,-2.4,-0.3,3.2,-0.4,5.4,-10.0
O=C(C1CCC(=O)N1Cc1cccs1)N1CCOCC1 (configuration not stated),-16.6,-1.8,-0.7,-3.1,-1.1,3.7,2.8,-6.8

The list goes on:
SMILES,SENP6 inh,SENP1 FRET inh,APOBEC3G inh,Apaf1 inhib,SENP8 block-1,SENP8 block-2,UBC13 inh,SENP7 inh
CCCN(CCC)S(=O)(=O)c1ccc(C(=O)OCCN2C(=O)c3cccc4c(N5CCOCC5)ccc(c34)C2=O)cc1,1.0,-28.0,-2.4,21.0,5.1,-108.6,0.9,-3.1
CC1CCC2(CC1)NC(=O)N(NC(=O)C1CCN(C(=O)c3ccc(Cl)cc3)CC1)C2=O (configuration not stated),2.8,1.3,-10.6,-8.4,-0.2,2.8,-3.9,3.5
O=C(c1cccc(Cl)c1)N1CCN(C(=O)c2ccco2)CC1,-4.2,2.2,-5.8,3.4,5.7,12.8,-3.4,-8.7
CCOC(=O)C1=CN(CC)S(=O)(=O)NC1c1ccccc1 (configuration not stated),·,0.4,8.3,8.4,·,9.2,·,-16.5
CC1(C)C(=O)C2(CCCC2)C(=O)OC1c1ccco1 (configuration not stated),5.1,-2.3,-5.2,-4.9,2.8,12.8,-1.3,-1.3
Cc1nc2ccccc2c(=O)n1NC(=O)c1ccc([N+](=O)[O-])cc1Cl,1.0,0.1,-3.5,-10.5,6.2,14.8,-4.4,3.9
COc1cc(C(C)=O)ccc1OCC(O)Cn1nc(C)c(Br)c1C (configuration not stated),-5.6,1.4,1.3,1.9,-9.5,25.0,-9.0,-7.1
COc1ccc(/C=N/NC(=O)c2cc(C)n(-c3ccccc3)c2C)cc1OC,-8.8,-0.1,-7.8,13.1,2.0,-5.5,-6.7,-3.1
Cc1cccc(N(C(=O)c2snc(C(N)=O)c2N)C(C(=O)NC2CCCC2)c2ccncc2)c1 (configuration not stated),-29.4,-14.5,-11.0,4.4,3.8,-295.3,25.1,4.9
CCOC(=O)c1c(N2C(=O)C3C4C=CC(C4)C3C2=O)sc2c1CCC(C)C2 (configuration not stated),-1.5,1.1,-4.2,16.4,5.4,7.0,8.0,-1.8
CCCCNC(=O)Nc1cc(C(=O)OC)ccc1Cl,-6.1,1.1,1.2,4.7,6.8,17.5,7.1,8.8
COc1ccccc1NS(=O)(=O)c1ccc(O)c(C(=O)OCC(=O)c2ccc(Cl)cc2Cl)c1,-11.4,-0.9,-11.5,0.8,0.5,5.2,-6.1,3.0

Additional results.
SMILES,SENP6 inh,SENP1 FRET inh,APOBEC3G inh,Apaf1 inhib,SENP8 block-1,SENP8 block-2,UBC13 inh,SENP7 inh
CCc1nn(C(C)C(=O)N2CCN(c3ccccc3)CC2)c(=O)c2cc3occc3n12 (configuration not stated),5.0,-1.2,-7.2,4.8,-4.1,10.6,-2.4,-9.0
Cc1n[nH]c(=S)n1/N=C/c1ccc(OCc2ccc(Cl)cc2Cl)cc1,-5.3,-22.4,6.0,4.2,-12.1,23.4,-16.8,-11.0
COc1ccc(C(=O)N2CCCCC2C(=O)Nc2ccc(-n3nc(C)cc3C)cc2)o1 (configuration not stated),9.2,2.6,-4.8,2.9,1.0,8.8,17.3,1.5
O=C(O)Cn1nnc(-c2ccc(OCc3ccccc3Cl)cc2)n1,16.7,·,-4.9,6.8,0.2,·,-0.7,2.8
Cc1nc(SC(C(=O)c2ccccc2)c2ccccc2)n[nH]1 (configuration not stated),-26.0,1.4,-5.4,-5.5,-3.9,22.2,-6.1,-9.1
COc1ccccc1NC(=O)c1cccnc1,-8.0,2.2,-2.0,-7.6,5.5,18.1,1.2,-2.5
COc1ccc(C(=O)n2nc(-c3ccco3)nc2N)cc1,3.3,4.5,1.9,4.0,0.0,9.4,6.1,11.9
COc1ccc(OCCN2CCN(C(=O)c3ccc(OC)c(OC)c3)CC2)cc1,-4.4,-1.0,-11.5,-0.6,0.4,11.3,-0.8,4.2
CCOC(=O)Nc1sc(C)c(C)c1C(=O)OCC,-11.2,0.7,-3.8,5.7,-4.2,26.4,-0.8,6.7

Source: PubChem (Sanford-Burnham Center for Chemical Genomics)
